Screening data (PubChem)
NR2E3 ag-1 = agonists of human NR2E3 nuclear receptor; CHO-S Gal4-NCOR/VP16-NR2E3 two-hybrid, luciferase; inhibition of corepressor binding, % at 3.98 µM; 360,000 compounds, 0.35% hits; AID 602229;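 active = inhibition above the mean of all tested compounds plus 3 SD, cut at about 70% in these data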;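 note: 0% = DMSO with NR2E3 transfected cells and 100% = cells lacking NR2E3 construct; higher means lower luciferase signal from less NR2E3 corepressor binding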
Target sequence (Q9Y5X4 whole entry, looked up, the tested form may be a part): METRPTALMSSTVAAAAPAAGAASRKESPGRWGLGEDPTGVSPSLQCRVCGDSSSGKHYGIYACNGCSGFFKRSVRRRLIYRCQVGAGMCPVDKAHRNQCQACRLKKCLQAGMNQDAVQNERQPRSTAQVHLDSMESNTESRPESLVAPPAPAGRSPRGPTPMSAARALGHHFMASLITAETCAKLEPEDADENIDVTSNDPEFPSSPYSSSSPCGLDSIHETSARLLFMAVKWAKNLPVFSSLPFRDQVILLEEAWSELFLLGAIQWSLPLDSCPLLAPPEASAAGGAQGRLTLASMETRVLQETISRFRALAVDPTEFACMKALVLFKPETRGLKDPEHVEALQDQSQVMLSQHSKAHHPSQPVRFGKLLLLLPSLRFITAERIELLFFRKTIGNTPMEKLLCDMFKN
KKLEB tox = CF airway cell cytotoxicity counter-screen. KKLEB CF airway cells viability, ATPlite luminescence, overnight; stronger effect = lower value; cells stimulated with P. aeruginosa culture filtrate. activity change (cytotoxicity), % at 5 µM. 360,000 compounds, 0.36% hits;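 active = corrected activity change at or below -50% at 5 µM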
TWEAK Fn14 block = TWEAK-Fn14 signaling inhibition; TWEAK-stimulated Fn14 reporter cells, luciferase luminescence, 8 h; 360,000 compounds, 2% hits; inhibition, % at 10 µM; in the data active = inhibition above about 50%
CF NFkB inh = cystic fibrosis NF-kB activation inhibition; KKLEB NF-kB-GFP reporter, PAF-induced, GFP fluorescence overnight; inhibition, % at 5 µM; 360,000 compounds, 0.86% hits;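 active = at least 50% inhibition at 5 µM, scaled per plate between neutral and stimulator controls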;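 note: PAF is a Pseudomonas aeruginosa culture filtrate used as stimulus; plate controls were PAF-stimulated DMSO wells for no effect and unstimulated DMSO wells for full effect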
Peg3 prom inh = inhibitors of Peg3 promoter. inhibition, % at 20 µM. 360,000 compounds, 1.7% hits. AID 588405. HeLa PEG-Prom luciferase reporter, luminescence, overnight;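 active = inhibition of at least 50% at 20 µM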
aDG glyco act = increases alpha dystroglycan glycosylation; Pro5-aDG cells, alpha-DG glycosylation AlphaScreen (IIH6); 0% Pro5, 100% B10-LARGE cell signal; AID 624168; 360,000 compounds, 0.22% hits; activation, % at 10 µM;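 active = activation of at least 8% versus controls, or a plate z-score of at least 8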;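 note: Pro5 are CHO cells carrying HIG-tagged alpha-DG that lacks glycosylation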
NR2E3 ag-2 = activates human photoreceptor nuclear receptor NR2E3; GST-NR2E3/biotin-RetCOR TR-FRET, 1536-well; AID 2300; Q9Y5X4; inhibition of corepressor binding, % at 4.78 µM; 320,000 compounds, 0.12% hits;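 active = percent inhibition above the cutoff of mean plus 3 SD of all tested compounds, set per screening campaign, cut at about 20% in these data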;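 note: 0% = DMSO wells and 100% = biotin wells as full block of FRET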
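Material: NR2E3–RetCOR corepressor complex / Incubation: Compound–protein incubation for 5 h at 4 °C / Dosing: compound at 4.8 µM, single dose / Detection: time-resolved FRET / Benchmarks: high control biotin, low control 0.6% DMSO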
MITF TRPM1 inh = inhibitors of MITF-driven TRPM1 promoter in melanoma cells; SK-MEL-5 TRPM1 promoter luciferase, 24 h; inhibition, % at 12.5 µM; 330,000 compounds, 0.83% hits;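 active = mean inhibition across replicates of 60% or more, whatever share of single replicates reaches that level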; note: values of inactives mirror those of a sister screen read the other way
HIF-2a inh = blocks HIF-2a reporter activity; 786-0 RCC cells HIF-2a reporter, luciferase luminescence, overnight; inhibition, % at 18.8 µM; 360,000 compounds, 0.72% hits;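 active = inhibition of the luminescence signal of 40% or more relative to plate controls, in a single-dose primary screen at 18.75 µM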
Shn3 inh set2 = inhibitors of Schnurri-3 3'UTR reporter in osteoblasts. Clone20 osteoblast Shn3 3'UTR firefly luciferase, 24 h. inhibition, % at 12.5 µM. 360,000 compounds, 0.52% hits. AID 588674;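 active = mean inhibition of at least 75% with every replicate also reaching 75%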;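 note: 0% = median of neutral control wells and 100% = pilot-screen positive control compound; some compounds past the cut are filed as inactive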
iPSC survival up = hiPSC single-cell survival enhancement; ATPlite luminescence; 100% = ROCK inhibitor wells, 0% = DMSO; survival enhancement, % at 20 µM; 360,000 compounds, 0.044% hits; AID 602274; in the data active = survival enhancement above about 18%;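 note: cells exposed to compounds for 16 hours before the ATP read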
* marks the source's active call; other numbers are inactive results.

Cc1cccc(N2CCN(C(=O)CCNC(=O)Cn3ccc4ccccc4c3=O)CC2)c1C was read as NR2E3 ag-1 9, KKLEB tox 9, TWEAK Fn14 block 14, CF NFkB inh -8, Peg3 prom inh -3, aDG glyco act 0.3, NR2E3 ag-2 -2, MITF TRPM1 inh -2, HIF-2a inh 11, Shn3 inh set2 16 and iPSC survival up 1.5.
`COc1ccc(/C=N/n2c(C3CCCCC3)n[nH]c2=S)c(OC)c1` gave NR2E3 ag-1 2, KKLEB tox -4, TWEAK Fn14 block -26, CF NFkB inh -10, Peg3 prom inh 15, aDG glyco act -0.1, NR2E3 ag-2 1, MITF TRPM1 inh -6, HIF-2a inh 7, Shn3 inh set2 3 and iPSC survival up 0.0.
COC(=O)c1ccc(CN2CCC(n3nccc3NC(=O)C3CC3)CC2)cc1 was read as NR2E3 ag-1 -10, KKLEB tox 17, TWEAK Fn14 block 8, CF NFkB inh -3, Peg3 prom inh -3, aDG glyco act -0.1, NR2E3 ag-2 4, MITF TRPM1 inh 5, HIF-2a inh 8, Shn3 inh set2 5 and iPSC survival up 0.0.
For O=C(CSc1nc2nn(-c3ccccc3)c(=O)c-2c2n1CCCCC2)NCCCc1ccccc1 the results were NR2E3 ag-1 -47, KKLEB tox -6, TWEAK Fn14 block 14, CF NFkB inh -3, Peg3 prom inh 12, aDG glyco act 1.3, NR2E3 ag-2 -3, MITF TRPM1 inh -9, HIF-2a inh 19, Shn3 inh set2 22 and iPSC survival up -0.6.
Cc1cccc(NC(=S)N2CCCC(c3nc4ccccc4[nH]3)C2)c1 (stereo not drawn) was read as NR2E3 ag-1 8, KKLEB tox 22, TWEAK Fn14 block -2, CF NFkB inh 14, Peg3 prom inh 9, aDG glyco act 0.0, NR2E3 ag-2 -3, MITF TRPM1 inh 10, HIF-2a inh 21, Shn3 inh set2 33 and iPSC survival up -1.6.
`Cc1ccccc1C(=O)NC1CCN(CC(=O)Nc2ccccc2)CC1` gave NR2E3 ag-1 0, KKLEB tox 0, TWEAK Fn14 block 4, CF NFkB inh 2, Peg3 prom inh -1, aDG glyco act 0.0, NR2E3 ag-2 4, MITF TRPM1 inh 10, HIF-2a inh 6, Shn3 inh set2 11 and iPSC survival up -0.4.
For CCC(CC)C(=O)NCc1ccc(Cl)cc1 the results were NR2E3 ag-1 -20, KKLEB tox 6, TWEAK Fn14 block 4, CF NFkB inh -14, Peg3 prom inh 3, aDG glyco act 0.1, NR2E3 ag-2 -1, MITF TRPM1 inh 10, HIF-2a inh 13, Shn3 inh set2 -1 and iPSC survival up 0.0.
For CC(=O)c1ccc(N2CCN(C(=O)c3ccc4c(=O)n(-c5ccccc5)c(=O)[nH]c4c3)CC2)cc1 the results were NR2E3 ag-1 15, KKLEB tox 16, TWEAK Fn14 block 6, CF NFkB inh -4, Peg3 prom inh -9, aDG glyco act -0.1, NR2E3 ag-2 0, MITF TRPM1 inh -3, HIF-2a inh -12, Shn3 inh set2 2 and iPSC survival up 0.4.
CC(C)(C)C(=O)NC(=S)Nc1ccccn1 was read as NR2E3 ag-1 -6, KKLEB tox -5, TWEAK Fn14 block -8, CF NFkB inh 3, Peg3 prom inh -29, aDG glyco act -0.1, NR2E3 ag-2 2, MITF TRPM1 inh -10, HIF-2a inh -34, Shn3 inh set2 -12 and iPSC survival up -0.6.
`O=C(N/N=C/c1ccco1)c1cc(Br)ccc1OCc1ccccc1` gave NR2E3 ag-1 -18, KKLEB tox -24, TWEAK Fn14 block -31, CF NFkB inh 11, Peg3 prom inh 16, aDG glyco act -0.3, NR2E3 ag-2 5, MITF TRPM1 inh 2, HIF-2a inh 11, Shn3 inh set2 16 and iPSC survival up -3.4.
Screening Cc1cccc(NC(=O)CSc2nc(C)c(CC(=O)c3ccc(Br)cc3)c(C)c2C#N)c1C returned NR2E3 ag-1 -31, KKLEB tox -34, TWEAK Fn14 block -153, CF NFkB inh 26, Peg3 prom inh 71*, aDG glyco act -0.6, NR2E3 ag-2 8, MITF TRPM1 inh 76*, HIF-2a inh 17, Shn3 inh set2 49 and iPSC survival up -2.4.
Cc1ccc(CN2C(=O)CC(Nc3ccc(N4CCOCC4)cc3)C2=O)cc1 (stereo not drawn) was read as NR2E3 ag-1 2, KKLEB tox 1, TWEAK Fn14 block 12, CF NFkB inh -13, Peg3 prom inh 5, aDG glyco act 0.1, NR2E3 ag-2 1, MITF TRPM1 inh 10, HIF-2a inh 8, Shn3 inh set2 7 and iPSC survival up -0.7.
Screening COc1ccc(CCC(=O)NCc2ccccc2Cl)cc1OC returned NR2E3 ag-1 -42, KKLEB tox -10, TWEAK Fn14 block -3, CF NFkB inh 8, Peg3 prom inh 8, aDG glyco act -0.1, NR2E3 ag-2 -2, MITF TRPM1 inh 8, HIF-2a inh -1, Shn3 inh set2 -2 and iPSC survival up 1.1.
`COc1cccc(N2CCN(C3CC(=O)N(c4ccc(Cl)c(Cl)c4)C3=O)CC2)c1` (stereo not drawn) gave NR2E3 ag-1 5, KKLEB tox -2, TWEAK Fn14 block 3, CF NFkB inh 11, Peg3 prom inh 13, aDG glyco act 4.9, NR2E3 ag-2 0, MITF TRPM1 inh -6, HIF-2a inh 5, Shn3 inh set2 11 and iPSC survival up 3.0.
Screening CC(C)C[C@@H]1Cc2[nH][nH]c(=O)c2[C@H](C)O1 returned NR2E3 ag-1 -1, TWEAK Fn14 block 9, aDG glyco act -0.2, HIF-2a inh 10 and iPSC survival up 1.8.
For O=Cc1ccc(OCC(=O)Nc2ccccc2-c2ccccc2)cc1 the results were NR2E3 ag-1 -21, KKLEB tox 2, TWEAK Fn14 block 8, CF NFkB inh -1, Peg3 prom inh 14, aDG glyco act 0.8, NR2E3 ag-2 3, MITF TRPM1 inh -6, HIF-2a inh 22, Shn3 inh set2 0 and iPSC survival up -1.4.
Screening CC(/C=N/n1c(-c2ccccc2)n[nH]c1=S)=C\c1ccco1 returned NR2E3 ag-1 -36, KKLEB tox -2, TWEAK Fn14 block 13, CF NFkB inh -8, Peg3 prom inh 8, aDG glyco act -0.1, NR2E3 ag-2 1, MITF TRPM1 inh -14, HIF-2a inh -15, Shn3 inh set2 2 and iPSC survival up 0.3.
For Cc1ccc(-n2nc3c4c(cccc4c2=O)-c2ccccc2-3)cc1 the results were NR2E3 ag-1 -13, KKLEB tox 10, TWEAK Fn14 block -17, CF NFkB inh -43, Peg3 prom inh 17, aDG glyco act -0.4, NR2E3 ag-2 3, MITF TRPM1 inh -2, HIF-2a inh 4, Shn3 inh set2 23 and iPSC survival up 1.5.
CCCN=C1N/C(=C\c2ccco2)C(=O)N1c1ccccc1 was read as NR2E3 ag-1 -29, KKLEB tox -6, TWEAK Fn14 block 20, CF NFkB inh 8, Peg3 prom inh 7, aDG glyco act 0.0, NR2E3 ag-2 3, MITF TRPM1 inh 10, HIF-2a inh 6, Shn3 inh set2 18 and iPSC survival up -1.6.
CCOC(=O)C1C(O)=CC(=O)CC1c1ccccc1 (stereo not drawn) was read as NR2E3 ag-1 11, KKLEB tox -4, TWEAK Fn14 block 18, CF NFkB inh -21, Peg3 prom inh 4, aDG glyco act 0.1, NR2E3 ag-2 1, MITF TRPM1 inh 6, HIF-2a inh 3, Shn3 inh set2 -15 and iPSC survival up 0.3.
Screening C/C(=N\Nc1nc(N)cc(Cl)n1)c1ccc(F)cc1 returned NR2E3 ag-1 -46, KKLEB tox 2, TWEAK Fn14 block -15, CF NFkB inh 3, Peg3 prom inh -114, aDG glyco act -0.1, NR2E3 ag-2 1, MITF TRPM1 inh -30, HIF-2a inh -123, Shn3 inh set2 -32 and iPSC survival up -0.4.
Screening Cc1nc(-c2ccccc2)sc1-c1nnc(C2CC2)o1 returned NR2E3 ag-1 -57, KKLEB tox 5, TWEAK Fn14 block -7, CF NFkB inh -17, Peg3 prom inh -183, aDG glyco act 0.0, NR2E3 ag-2 2, MITF TRPM1 inh -48, HIF-2a inh -218, Shn3 inh set2 -63 and iPSC survival up 0.0.
Cc1cc(C)c2cc(C#N)c(NCCCNC(=O)c3cccnc3)nc2c1 was read as NR2E3 ag-1 20, KKLEB tox -1, TWEAK Fn14 block 9, CF NFkB inh 0, Peg3 prom inh 13, aDG glyco act 0.2, HIF-2a inh -11, Shn3 inh set2 7 and iPSC survival up -1.3.
`COc1cccc(N2CCN(C(=O)CC(NC(=O)c3ccccc3)c3ccccc3)CC2)c1` (stereo not drawn) gave NR2E3 ag-1 10, KKLEB tox -7, TWEAK Fn14 block -5, CF NFkB inh -8, Peg3 prom inh 3, aDG glyco act -0.1, NR2E3 ag-2 -3, MITF TRPM1 inh -7, HIF-2a inh 3, Shn3 inh set2 1 and iPSC survival up -0.2.
For Cc1c(CN2CCC(CO)(CCOc3ccccc3)CC2)c(=O)n(-c2ccccc2)n1C the results were NR2E3 ag-1 -13, KKLEB tox 3, TWEAK Fn14 block -2, CF NFkB inh -1, Peg3 prom inh 4, aDG glyco act 0.1, NR2E3 ag-2 1, MITF TRPM1 inh 29, HIF-2a inh 3, Shn3 inh set2 13 and iPSC survival up 2.6.
Screening CC(C)c1ccc(NS(=O)(=O)c2cccc3cccnc23)cc1 returned NR2E3 ag-1 9, KKLEB tox 0, TWEAK Fn14 block 5, CF NFkB inh 6, Peg3 prom inh 14, aDG glyco act 0.1, NR2E3 ag-2 -4, MITF TRPM1 inh -15, HIF-2a inh -6, Shn3 inh set2 8 and iPSC survival up -0.7.
`O=C(NNC(=O)c1cccnc1)Nc1ccccc1` gave NR2E3 ag-1 -3, KKLEB tox 0, TWEAK Fn14 block 14, CF NFkB inh -6, Peg3 prom inh 31, aDG glyco act -0.2, NR2E3 ag-2 -3, MITF TRPM1 inh 0, HIF-2a inh 9, Shn3 inh set2 -5 and iPSC survival up 0.3.
Oc1ccc(C[C@H]2CNC(=S)N2CC2CCCN2C[C@H](Cc2ccc(O)cc2)N2C[C@H](Cc3ccccc3)N(CC3CCCCCC3)C2=S)cc1 (stereo partly drawn) was read as NR2E3 ag-1 -1, KKLEB tox -3, TWEAK Fn14 block -9, CF NFkB inh 19, Peg3 prom inh 18, aDG glyco act 0.2, MITF TRPM1 inh 18, HIF-2a inh -22, Shn3 inh set2 20 and iPSC survival up -1.2.
Screening CC(C)(CC(=O)O)CC(=O)Nc1ccc(Oc2ccc(C(C)(C)C)cc2)nc1 returned NR2E3 ag-1 32, KKLEB tox -21, TWEAK Fn14 block 7, CF NFkB inh 15, Peg3 prom inh -8, aDG glyco act 0.0, NR2E3 ag-2 -1, HIF-2a inh -7 and iPSC survival up -0.3.
Screening CN(C)S(=O)(=O)c1ccc2c(c1)c(=O)c(C(=O)N1CCOCC1)cn2C returned NR2E3 ag-1 20, KKLEB tox 16, TWEAK Fn14 block -18, CF NFkB inh 22, Peg3 prom inh 4, aDG glyco act -0.1, NR2E3 ag-2 3, MITF TRPM1 inh 0, HIF-2a inh 11, Shn3 inh set2 1 and iPSC survival up 7.6.
